Hsp70 displacement: Hsp70 inhibitors, probe displacement, primary screen, biochemical, fluorescence polarization (AID 583) | displacement, % at 20 µM; hits with a dose series show IC50 in µM | Hsp70 fluorescence polarization probe displacement, mP; higher % means a stronger effect | 140,000 tested, 0.06% active | Heat shock 70 kDa protein 1A (Homo sapiens); in the data active means displacement above about 50%;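 further: plate controls were vehicle for no effect and reference ligand for full effect; a part of the inactive calls stands beside numbers as strong as those of hits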
Rat MKP-3 inhibitors: MKP-3 phosphatase inhibitors, primary screen, biochemical, rat enzyme, in vitro (AID 425); 110,000 tested, 0.17% active; inhibition, % at 20 µM, or IC50 in µM where a hit was titrated; Dual specificity protein phosphatase 6 (Rattus norvegicus); recombinant MKP-3 phosphatase activity, fluorescence; higher % means a stronger effect; in the data active means inhibition above about 50%;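 further: plate controls were vehicle for no effect and reference inhibitor for full effect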
* = called active by the depositor; x = not tested or not shown; & = joins results of further samples.

SMILES	Hsp70 displacement	Rat MKP-3 inhibitors
CCOC(=O)Cn1c(C)c(C#N)c2ccccc21	5.3%	2%
O=C(O)c1cccnc1NC1CCCC1	-5.0%	x
CCCn1c(CCC(=O)O)ccc1-c1ccc(F)cc1	2.5%	-6%
c1ccc(CCNc2nc3ccccc3n3nnnc23)cc1	-15%	5%
O=C1NCCCC1C(=O)N1CCN(C(c2ccccc2)c2ccccc2)CC1 (stereo not given)	-3.1%	-6%
CC(C)C(NC(=O)c1ccc(C(C)(C)C)cc1)C(=O)NC1=NCCS1 (stereo not given)	3.2%	x
COc1ccc(-n2nc3cc(C)c(NC(=O)C(C)C)cc3n2)cc1	-1.3%	-8%
CCN1CCCC1CNC(=O)c1ccc(N2CCCC2=O)cc1 (stereo not given)	1.7%	4%
CC1Cc2cc(C3(O)C(=O)c4ccccc4C3=O)ccc2N1 (stereo not given)	-5.8%	-2%
CC1=NN(c2ccccc2)C(=O)C1C=C1C(=O)NC(=O)NC1=O (stereo not given)	-3.3%	1%
CCN(CC)S(=O)(=O)c1ccc2oc(C(=O)NCc3ccc(C)cc3)c(C)c2c1	-5.4%	x
O=C(Cc1ccc(Br)cc1)c1ccc(O)cc1O	-2.8%	-10%
O=C(NC1CCCCC1)C(c1ccc(O)cc1)N(CC1CCCO1)C(=O)C1COc2ccccc2O1 (stereo not given)	-0.1%	x
O=C(CCc1ccccc1)NC(NC(=S)Nc1cccc(Cl)c1)C(Cl)(Cl)Cl (stereo not given)	-5.0%	x
COc1cccc(NC(=O)COc2ccccc2C)c1	4.2%	-1%
COc1ccc(-c2nc(CS(=O)CC(=O)NCc3ccco3)c(C)o2)cc1 (stereo not given)	-0.3%	-3%
COc1ccc(N2C(=O)CC2(/C=C/c2ccccc2OC)C(=O)NC2CCCC2)cc1 (stereo not given)	-3.2%	x
Cc1ccccc1CSc1nnc(-c2cccnc2)n1N	5.3%	-13%
COc1ccc(/C=N/NS(=O)(=O)c2ccc(C)cc2)cc1OCc1ccccc1	2.4%	1%
Cc1csc(Nc2ccccc2)[n+]1CCO	0.8%	-1%
O=C(O)C(Cc1ccccc1)N1C(=O)/C(=C/c2ccc(O)cc2)SC1=S (stereo not given)	-45%	1%
CCOC(=O)c1c(NC(=S)NCc2ccccc2)sc2c1CCC2	5.5%	0%
O=C(c1ccccc1)c1ccc(N=Cc2ccc([N+](=O)[O-])s2)cc1	9.9%	62%*
Cc1ccc(NC(=O)CN(C)S(=O)(=O)c2cccc3nsnc23)cc1C	1.2%	-5%
O=C(Nc1cccc(Cl)c1)Nc1nnc(Cc2ccc(Cl)cc2)s1	-6.6%	1%
O=C(Nc1ccccc1)NC1CCN(Cc2nnnn2C2CCCCC2)CC1	-1.9%	-12%
Cc1cc(C)n2nc3nc(N4CCCC4)nc(-c4ccccc4)c3c2n1	1.1%	1%
Cc1ccc(OCC(=O)Nc2ccc(-c3nc4ccccc4o3)cc2)cc1C	-1.8%	4%
COc1cc(Cn2cnnn2)ccc1O	5.5%	-1%
CC1(C)CC(=O)C2=C(C1)Nc1ccccc1N(C(=O)c1ccccc1)C2c1ccc(C#N)cc1 (stereo not given)	-4.0%	2%
FC(F)(F)c1ccccc1C=NN1CCN(c2ccccn2)CC1	3.9%	5%
CCOC(=O)Cc1nnc2c(Nc3ccccc3F)nc3nonc3n12	1.2%	4%
CC1CC(=O)C2=C(C1)Nc1ccccc1N=C2 (stereo not given)	-8.0%	x
Cn1c(=O)n(CCN2CCOCC2)c(=O)c2c1nc1n2CCCN1c1ccccc1	0.6%	-11%
O=C(NCCO)c1cccc2c1-c1ccc(I)cc1C2	-0.4%	0%
CC1(C)CC(=O)C(CCC(=O)c2ccccc2)C(C)(C)N1 (stereo not given)	2.0%	-3%
Cc1ccc(NC(=O)c2c(-c3c(F)cccc3Cl)noc2C)cc1	-0.3%	3%
Cc1ccc(CN2CCN(CC(=O)NCCCN3CCN(c4ccc(F)cc4)CC3)C2=O)cc1	-3.9%	x
Cc1ccccc1OCCCn1ccnc1	5.2%	-4%
CCC(=O)O/C(C#N)=N\Nc1nc2c([nH]1)c(=O)n(C)c(=O)n2C	-3.3%	0%
COC(=O)C1=C(NC(=O)c2cccc(OC)c2)CCS1	x	-1%
Cc1ccc(C(=O)N2CCN(c3ccccn3)CC2)cc1	2.4%	0%
Cc1ccc(S(=O)(=O)/C(C#N)=C/c2c(N3CC(C)OC(C)C3)nc3ccccn3c2=O)cc1 (stereo not given)	-3.1%	x
O=C(N=c1scc(-c2ccccc2)n1-c1ccccc1)c1ccco1	0.2%	3%
Cc1cc(NC(=O)c2cccc(COc3ccc(Br)cc3)c2)no1	-5.2%	-9%
CCCCN(C(=O)Nc1ccc(OCC)cc1)C1CCN(C(C)=O)CC1	1.0%	x
CCOc1ccc(-c2nc(CSCC(=O)N3CCN(C(=O)c4ccco4)CC3)c(C)o2)cc1	2.9%	-3%
O=C(c1ccccc1Br)N(C1CCCCC1)C1CCCCC1	-2.5%	2%

Looked up by compound from above, four records:
SMILES	Hsp70 displacement	Rat MKP-3 inhibitors
COC(=O)C1=C(NC(=O)c2cccc(OC)c2)CCS1	x	-1%
Cc1ccc(CN2CCN(CC(=O)NCCCN3CCN(c4ccc(F)cc4)CC3)C2=O)cc1	-3.9%	x
Cc1ccc(S(=O)(=O)/C(C#N)=C/c2c(N3CC(C)OC(C)C3)nc3ccccn3c2=O)cc1 (stereo not given)	-3.1%	x
Cc1ccc(C(=O)N2CCN(c3ccccn3)CC2)cc1	2.4%	0%

(continued)
SMILES	Hsp70 displacement	Rat MKP-3 inhibitors
Clc1cc2nc3ccccn3c2cc1Cl	-5.9%	x
CC(C)(C)c1ccc(OCC(=O)Nc2ccccc2C(=O)Nc2ccc(C(=O)O)cc2)cc1	-0.6%	3%
Cc1cccnc1NC(=O)C(C)Oc1ccccc1 (stereo not given)	3.5%	-3%
COc1cccc(-c2nc3sc4c(c3c(=O)[nH]2)CCCC4)c1	1.6%	-1%
Cc1ccc(S(=O)(=O)NC(=O)Nc2ccccc2I)cc1	4.3%	0%
Cc1c2c(n3c(nc4ccccc43)c1C#N)N(Cc1ccccn1)CC2	0.7%	x
c1ccc(CSc2nnc(-c3c[nH]c4ccccc34)o2)cc1	4.3%	-3%
COCC(C)n1c(C)cc(C(=O)COC(=O)c2n[nH]c3ccccc23)c1C (stereo not given)	0.8%	x
O=C(c1cnn2c(C(F)F)cc(-c3ccccc3)nc12)N1CCSCC1	-1.1%	x
COC(=O)c1c(C)oc2cc(Br)c(OS(C)(=O)=O)cc12	-0.7%	3%
CN1C(=O)CC(N2CCN(c3ccccc3)CC2)C1=O (stereo not given)	1.1%&-1.1%	0%
CCOc1ccc(CSc2ncn[nH]2)cc1	-2.3%	0%
Cc1ccc(S(=O)(=O)/N=C(\CN2CCOCC2)N2CCCC2)cc1	-1.7%	-10%
CCN(C(=O)c1cc2cc(OC)ccc2oc1=O)c1cccc(C)c1	2.7%	x
Cc1ccc(C(NC(=O)N2CCOCC2)=C(Cl)Cl)cc1F	-0.5%	-5%
Cc1cccc(-c2nc3cc(NC(=S)NC(=O)c4ccco4)ccc3o2)c1	-3.4%	3%
CC(CC(=O)c1ccc(Cl)cc1)CC(=O)c1ccc(Cl)cc1	-0.8%	3%
COc1ccc(CN(Cc2ccc(OC)cc2)S(=O)(=O)c2ccc(-n3cnnn3)c(C)c2)cc1	1.2%	x
CCC1Oc2ccc(C)cc2N(CC(=O)N(Cc2ccc(C)o2)C2CCCC2)C1=O (stereo not given)	3.9%	x
O=C(CCCCn1c(=O)c2ccccc2n(CC(=O)NC2CCCC2)c1=O)NC1CCCC1	x	3%
O=C(Cc1ccc(Br)cc1)Nc1ccccc1F	2.0%	2%
CC(C)CN1C(=S)SC(C)(C)C1n1oc(=O)n(-c2ccc(Cl)cc2)c1=O (stereo not given)	5.2%	x
COc1cc(OC)c(/C=C2\C(=O)NC(=S)N(c3ccc(C)cc3)C2=O)cc1Br	-3.2%	3%
c1ccc(Oc2cccc(CN3CCN(C4CCCC4)CC3)c2)cc1	-0.2%	3%
COc1cc(Cl)c(S(=O)(=O)NCc2ccccn2)cc1Cl	3.3%	x
COC(=O)[C@H](C)NC(=O)NCc1ccccc1F	2.7%	-2%
COc1ccccc1CC(=O)Nc1nccs1	-0.4%	2%
CCn1c(SCC(=O)N2CCN(c3ccc(Cl)cc3)CC2)nc2ccccc2c1=O	2.7%	-10%
COc1cccc2cc(-c3nc(-c4ccc(Cl)cc4Cl)cs3)c(=O)oc12	3.0%	8%
Cc1cccc(C)c1NC(=O)COc1ccc(Cl)cc1Cl	4.7%	3%
CS(=O)(=O)N(CC(=O)N1CCCC1)c1cccc(Cl)c1	4.2%&8.1%	-4%&0%
O=C(c1ccc(C#Cc2ccccc2)cc1)N1CCN(c2ccccn2)CC1	-4.8%	3%
CCOc1ccc(/C(O)=C2\C(=O)C(=O)N(CCOCCO)C2c2ccccc2OC)cc1 (stereo not given)	3.2%	x
CCCOC(=O)c1ccc(NC(=O)c2cccc([N+](=O)[O-])c2)cc1	-2.7%	4%
N/C(=N\OC(=O)c1cccc(Br)c1)c1ccc(Cl)cc1	-1.6%	0%
O=C(NCCn1cccc1)c1cccc2ccccc12	3.7%	-3%

Three of the entries above in order of their number in Rat MKP-3 inhibitors, largest number first:
SMILES	Hsp70 displacement	Rat MKP-3 inhibitors
COc1cccc2cc(-c3nc(-c4ccc(Cl)cc4Cl)cs3)c(=O)oc12	3.0%	8%
CCCOC(=O)c1ccc(NC(=O)c2cccc([N+](=O)[O-])c2)cc1	-2.7%	4%
O=C(c1ccc(C#Cc2ccccc2)cc1)N1CCN(c2ccccn2)CC1	-4.8%	3%

Returning to the listing, starting 6 compounds before the break.
SMILES	Hsp70 displacement	Rat MKP-3 inhibitors
CS(=O)(=O)N(CC(=O)N1CCCC1)c1cccc(Cl)c1	4.2%&8.1%	-4%&0%
O=C(c1ccc(C#Cc2ccccc2)cc1)N1CCN(c2ccccn2)CC1	-4.8%	3%
CCOc1ccc(/C(O)=C2\C(=O)C(=O)N(CCOCCO)C2c2ccccc2OC)cc1 (stereo not given)	3.2%	x
CCCOC(=O)c1ccc(NC(=O)c2cccc([N+](=O)[O-])c2)cc1	-2.7%	4%
N/C(=N\OC(=O)c1cccc(Br)c1)c1ccc(Cl)cc1	-1.6%	0%
O=C(NCCn1cccc1)c1cccc2ccccc12	3.7%	-3%
CS(=O)(=O)NCCCCNc1ccc(C(F)(F)F)cc1[N+](=O)[O-]	-1.7%	3%
CCCCCn1c(S(=O)(=O)O)nc2ccccc21	-2.1%	-4%
CC(=O)N/N=C/c1c[nH]c2ccccc12	-4.6%	-2%
CCn1c(=O)cc(SCC(=O)N2CCN(C(=O)c3ccco3)CC2)c2ccccc21	2.3%	2%
CC(=O)Nc1nc(C)c(Cc2ccccc2)c(=O)[nH]1	0.0%	0%
OC(CN1CCN(Cc2ccccc2)CC1)Cn1c2ccccc2c2ccccc21 (stereo not given)	-0.8%	-3%
CCOc1cc(OCC)cc(C(=O)Nc2ccc(N3CCOCC3)cc2)c1	-0.6%	3%
CCOC(=O)C1=C(C)N=c2s/c(=C\c3ccc(C(=O)O)cc3)c(=O)n2C1c1ccc(OC)c(OC)c1 (stereo not given)	1.7%	-4%
O=C(CSc1nc2ccccc2n1CC(=O)N1CCCC1)Nc1nccs1	2.6%	-8%
O=C1CC(C(=O)Nc2ccc(C(=O)O)cc2)C(c2ccccc2)O1 (stereo not given)	1.8%	x
COc1cc(NC(=O)c2cccc(F)c2)c(OC)cc1NC(C)=O	0.8%	2%
Cc1ccccc1OCC(=O)NCc1ccncc1	-0.4%	-2%
CC1=C(C(=O)Nc2cc(Cl)ccc2C)C(c2ccccc2Cl)NC(=O)N1 (stereo not given)	4.3%	0%
Cc1ccccc1Cn1nc(C)c(NC(=O)c2cc(-c3cccs3)on2)c1C	6.0%	-6%
CC(=O)c1cnc2nc(C)nn2c1C	3.4%	7%
CCOc1ccccc1Nc1nnc(SCC(=O)Nc2cc(C)on2)s1	-0.6%	1%
Cc1ccc(OCc2nnc(NC(=O)c3ccco3)s2)c(C)c1	-6.9%	11%
CCOC(=O)C(C)Sc1nnc(Cc2cc(=O)[nH]c(=O)[nH]2)n1-c1cccc(OC)c1 (stereo not given)	-4.9%	1%
Cc1cc(C)nc(N2CCCC(C(=O)NCCc3ccc(F)cc3)C2)n1 (stereo not given)	-5.1%	-8%
Cn1c(=O)c2cc(S(=O)(=O)N3CCC(c4ccccc4)CC3)ccc2n(C)c1=O	5.6%	8%
O=C1Nc2cc(Cl)cnc2N2CCCC12 (stereo not given)	12%	-9%
O=[N+]([O-])c1cc2c(cc1/C=N/NS(=O)(=O)c1ccccc1)OCO2	5.9%	-1%
CCN(CC)S(=O)(=O)c1cc(C(=O)Nc2cccc(C(=O)O)c2)ccc1C	5.9%	2%
O=C1/C(=C/c2cccc(Br)c2)SC(=S)N1CCCC(=O)N1CCCc2ccccc21	-1.9%	-2%

Printed as active in Rat MKP-3 inhibitors, among the entries above:
SMILES	Hsp70 displacement	Rat MKP-3 inhibitors
O=C(c1ccccc1)c1ccc(N=Cc2ccc([N+](=O)[O-])s2)cc1	9.9%	62%*

(cont.)
SMILES	Hsp70 displacement	Rat MKP-3 inhibitors
O=C(/C=C/c1ccco1)Nc1ccc(O)cc1C(=O)O	8.1%	8%
CC(C)CC(=O)Nc1ccccc1Oc1ccccc1	0.1%	x
O=C(CCSCCc1ccncc1)NCCCN1CCOCC1	-2.1%	-3%
CCc1nc2ccccc2c(=O)n1CCCCn1c(CC)nc2ccccc2c1=O	0.0%	2%
COc1ccc(N(CC(=O)NC(C)c2ccccc2)S(C)(=O)=O)cc1 (stereo not given)	-4.4%	4%
Cc1c(C(=O)O)oc2ccc(S(=O)(=O)NCc3ccc4c(c3)OCO4)cc12	1.7%	4%
CCCC1CCC(c2ccc(OCC)cc2)=CC1=O (stereo not given)	-0.7%	0%
Cc1ccc(OCC(=O)Nc2ccccc2O)c(C)c1	4.6%	3%
O=C(c1cccs1)n1nc(-c2ccccc2)nc1NCc1ccco1	1.2%	-9%

An excerpt; count on the stated rates, not on these rows.
